PglD DTNB – C. jejuni PglD acetyltransferase inhibitors, primary screen, biochemical, DTNB colorimetric, single point. UDP-N-acetylbacillosamine N-acetyltransferase PglD (Campylobacter jejuni). inhibition, % at 12.5 µM. purified PglD enzyme, DTNB colorimetric CoA detection. AID 602405, 2012. hit rate 0.098% among 360,000; in the data active = inhibition above about 16%, passing the limit was not always enough; inconclusive = no clear call, values can overlap the other calls; also: strong numbers were not always called active
GSIS activator – GLuc luminescence reporter in INS-1E cells, primary screen for activators of glucose-dependent secretion of insulin | INS-1E GLuc reporter insulin secretion, 2-3 h | activation, % at 16.6 µM | hit rate 0.61% among 370,000;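 active = lowest replicate activation of at least 40%, so every replicate reaches that level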;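 also: 0% = median of neutral control wells and 100% = median of IBMX positive control wells; some compounds called inactive have numbers as strong as hits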
miR122 inh – miR-122 Renilla sensor signal increase in Huh7, primary screen, miR-122 inhibitor project, cell-based, single point, plate reader. activation (reporter increase), % at 12.5 µM. hit rate 0.3% among 340,000. Huh7 miR-122 Renilla luciferase sensor, 48 h; neutral wells = 0, positive control = 100;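 active = mean replicate activation score at least 90 and every replicate individually at or above 90; inconclusive = only one of the two criteria met; inactive = neither criterion met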;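 also: higher luciferase means less miR-122 activity so hits act as miR-122 inhibitors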
FN deposition inh – inhibitors of fibronectin matrix deposition, primary screen, AH1F cells, Alexa488-fibronectin fluorescence, plate reader | inhibition, % at 12.6 µM | hit rate 0.086% among 350,000 | AH1F fibroblasts, overnight;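 active = mean inhibition across replicates of 30% or more, regardless of how many single replicates reach that level; inconclusive = mean under 30% yet at least half of replicates reach 30%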;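 also: positive control wells lacked labelled fibronectin entirely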
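Material: AH1F fibroblasts assembling fluorescent fibronectin matrix; amount: 10000 AH1F cells/well; medium: DMEM, 2% serum; reagent: Alexa488-fibronectin, 24 nM final in well; dosing: single compound dose, delivered by pin transfer; incubation: 1 h adhesion, overnight exposure; detection: fluorescence after three HBSS washes, excitation 485 nm, emission 525 nm; measure: fibronectin deposition inhibition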
F508del corr – F508del CFTR correction, initial screen, CFBE line, single point | CFBE cells, YFP halide quenching; stimulated with forskolin plus potentiator P3; % fluorescence drop versus neutral controls | activity (quench increase), % at 7.58 µM | hit rate 0.36% among 350,000 | AID 720511, 2013;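 active = mean added fluorescence quench of at least 8% versus neutral control, with both replicates also reaching 8%; inconclusive = only one of the mean or replicate conditions met; inactive = mean below 8% and not both replicates reaching 8%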;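 also: cells transiently co-express mutant CFTR-F508del with the halide-sensitive YFP; corrector assay measuring rescue of mutant channel to the surface after 24 h compound exposure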
Cneo AK release – Cryptococcus neoformans cell lysis inducers, primary screen, AK release luminescence, single concentration | AID 651654, 2012 | C. neoformans lysis, adenylate kinase release luminescence, 4 h; normalised: neutral wells 0, clomiphene wells 100 | hit rate 0.2% among 360,000 | lysis activity, % at 15 µM;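 active = mean lysis activity across replicates of at least 80%, whatever share of replicates individually reach that level; inactive = mean lysis activity below 80%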
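Material: C. neoformans cells; Schedule: 4 h static compound exposure, 37 °C, read 1 h post-reagent; Measured by: adenylate kinase release luminescence; Read-out: signal increase indicating cell lysis; Controls: Clomiphene as positive lysis control.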
PGC1a acetyl inh – inhibitors of PGC1a acetylation signal, primary screen, cell-based, U2OS, AlphaScreen, inhibitor mode; AlphaScreen anti-acetyl-lysine; with virally co-expressed GCN5 acetyltransferase; inhibition, % at 15.6 µM; hit rate 0.17% among 350,000;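 active = every replicate shows inhibition of at least 40%; inconclusive = mean inhibition at least 40% but some replicate below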;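 also: 0% = neutral control wells and 100% = positive control wells; some results beyond the cut were filed as inactive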
C2C12 statin – suppressors of statin myotoxicity in C2C12 myotubes, primary screen, cell-based, single point, plate reader; C2C12 myotubes + simvastatin, ATP luminescence, 48 h; scaled: DMSO 0, geranylgeraniol control 100; rescue of ATP level, % at 7.49 µM; hit rate 0.78% among 330,000;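 active = mean ATP rescue above about 67%, or every replicate alone reaching that limit, limit read from the data, passing the limit was not always enough; inconclusive = no clear call, values can overlap the other calls; inactive = mean under the limit and some replicate under it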;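 also: myotubes were challenged with 10 µM simvastatin during compound exposure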
Active calls of the source: *; ? = inconclusive; nt = not tested or not shown; & = joins results of further samples; [ ] = remark or other dose. Not a hit list. Share with any hit: about 2.1%.

SMILES	PglD DTNB	GSIS activator	miR122 inh	FN deposition inh	F508del corr	Cneo AK release	PGC1a acetyl inh	C2C12 statin
Cn1c(=O)c2c(nc(CN3CCOCC3)n2CC(=O)c2ccccc2)n(C)c1=O	-3	3	-1	nt	nt	2	38	-11
CCCN(CCC)S(=O)(=O)c1ccc(C(=O)Nc2nnc(CSC)o2)cc1	-5	nt	-3	-15	nt	-2	?	-25
O=C(CCCN1C(=O)/C(=C/c2ccc3c(c2)OCO3)SC1=S)Nc1ccc(C(=O)O)cc1	-1	nt	-2	-1	-4.4	-2	-1	-2
Cc1cccn2c(CNCC3(c4ccccc4)CCCC3)c(C(=O)N3CCOCC3)nc12	nt	-34	nt	4	1.9	nt	21	nt
C=CCNC(=O)C(=O)c1cccn1-c1ccsc1C(=O)OC	4	nt	2	-2	nt	-3	5	-2
CCOc1ccccc1N1C(=O)CC(Sc2ccccc2N)C1=O (stereo unspecified)	2	3	4	4	-0.5	0	-2	4
C[C@H](O)C#Cc1ccc2c(c1)O[C@@H](CN(C)C(=O)c1ccncc1)[C@@H](C)CN([C@@H](C)CO)S2(=O)=O	-1	10	-2[16.7 µM]	-18	-0.5	-2	-1	18
NC(CO)c1csc(NC(=O)Nc2ccccc2Cc2ccccc2)n1 (stereo unspecified)	0	-9	-1	1	0.4	-1	nt	6
O=C1CCN(Cc2ccco2)C(=S)N1	2	11	2	-1	-0.8	2	0	4
CCc1noc(C)c1C(=O)N1CCCC(Nc2cccc(F)c2)C1 (stereo unspecified)	2	nt	-2	6	-1.5	1	-1	4
CCc1ccc(CNC(=O)c2ccc3nc(C4CCCCC4)oc3c2)nc1	-4	1	0	7	-2.0	8	nt	-9
O=C(O)c1ccc(CSc2nc3ccc(NC(=O)c4ccccc4C(=O)O)cc3s2)cc1	-6	-1	-1	-2	-5.8	0	9	8
CC(C)Nc1ccc(C(CC(N)=O)NC(=O)c2ccc(Br)cc2)cc1[N+](=O)[O-] (stereo unspecified)	-5	4	-8	-3	3.2	1	nt	-8
C/C=C/c1ccc2c(c1)O[C@@H](CN(C)C(=O)COC)[C@@H](C)CN([C@H](C)CO)S2(=O)=O	-2	-2	nt	-4	0.4	-7	-3	-3
CCOC(=O)N1CCN(C(=O)c2cnc3n(c2=O)CCS3)CC1	1	nt	-3	nt	nt	1	6	2
Cc1ccc(-c2nc(CN(C)C)cc(CN(C)C)c2O)cc1	-10	nt	-1	11	nt	4	-12	5
CCC(=O)N(C)C[C@H]1Oc2ncc(C#C[C@H](C)O)cc2C(=O)N([C@@H](C)CO)C[C@@H]1C	4	11	1[16.7 µM]	nt	-1.9	5	8	9
CCc1ccc(S(=O)(=O)c2nnn3c2nc(N2CCOCC2)c2ccccc23)cc1	-2	7	-1	15	1.9	1	12	2
Cc1cc(C)c(NC(=S)N2CCN(c3ccc([N+](=O)[O-])cn3)CC2)cc1C	2	-15	-6	6	0.5	5	nt	16
C[C@@H]1CN([C@@H](C)CO)C(=O)c2cc(NC(=O)CCCN(C)C)ccc2O[C@@H]1CN(C)S(=O)(=O)c1cn(C)cn1	-3	12	-1[16.7 µM]	nt	-1.4	2	-1	nt
O=C(Nc1ccc2c(c1)[C@@H]1C[C@@H](CC(=O)N3CCCCC3)O[C@@H](CO)[C@@H]1O2)c1ccc2c(c1)OCO2	-4	-2	-5[16.7 µM]	1	1.5	4	5	2
Cc1oc2c(cc(NS(=O)(=O)c3ccc(F)cc3)c3ccccc32)c1C(=O)O	-5	-3	nt	0	-3.8	-1	nt	2
CC(=O)c1c(C)oc2ccc(NS(=O)(=O)c3ccc(C(=O)O)cc3)cc12	4	24	1	1	0.8	0	nt	10
C[C@@H]1CN([C@@H](C)CO)S(=O)(=O)c2ccc(-c3cccc(C#N)c3)cc2O[C@@H]1CN(C)C(=O)C1CC1	-2	-3	6[16.7 µM]	-1	-1.4	3	-6	-28
C[C@H](CO)N1C[C@H](C)[C@H](CN(C)C(=O)C2CCCCC2)Oc2ncc(-c3cccc(C#N)c3)cc2C1=O	2	4	1[16.7 µM]	nt	-2.5	-1	3	15
Continuation:
SMILES	PglD DTNB	GSIS activator	miR122 inh	FN deposition inh	F508del corr	Cneo AK release	PGC1a acetyl inh	C2C12 statin
C[C@H](CO)N1C[C@H](C)[C@H](CN(C)Cc2ccc(C(=O)O)cc2)Oc2ccc(NC(=O)Cc3ccccc3)cc2C1=O	6	-4	3[16.7 µM]	-1	-3.4	-3	1	-3
C[C@H]1CN([C@@H](C)CO)C(=O)c2cc(-c3ccc(F)cc3)cnc2O[C@@H]1CN(C)C(=O)c1ccc(F)cc1	4	-18	-10[16.7 µM]	-23	1.6	22	-6	10
CSCCC(=O)N1CCCC(N2CCN(c3cccc(C(F)(F)F)c3)CC2)C1 (stereo unspecified)	2	-20	-6	2	-7.5	1	-2	27
NC12CC3CC(C1)CC(CC(=O)O)(C3)C2	2	11	-3	-4	0.1	8	1	-6
CCC(C(=O)NCCc1ccc(OC)c(OC)c1)n1nc(C)n2c(cc3occc32)c1=O (stereo unspecified)	2	0	-4	0	1.6	1	0	1
CCOC(=O)N1CCC(NC(=O)c2ccc(NC(=O)C3CCCO3)cc2)CC1 (stereo unspecified)	-34	nt	-9	2	nt	-1	-19	13
N#Cc1c(Nc2ccccc2)c(/C=N/N=C/c2ccccc2)c[nH]c1=O	-2	-18	3	-4	nt	-6	1	nt
Cc1csc(SC(C)C(=O)NCc2ccc3c(c2)OCO3)n1 (stereo unspecified)	-2	3	-8	21	3.8	1	8	6
Cc1cc(C)n2nc(SCC(=O)Nc3ccccc3C)nc2n1	3	-6	-10	2	3.4	-6	-7	-5
CN(C[C@H]1[C@H](c2ccccc2)[C@@H](CO)N1CC1CC1)C(=O)c1cccc(F)c1	3	4	-58[16.7 µM]	12	2.3	6	6	-2
CCCN(CCC)C(=O)c1cn(C)c2ccc(S(=O)(=O)N3CCCC3)cc2c1=O	-1	-1	-1	-2	4.9	0	4	6
CCOc1ccc(-c2nnn(CC(=O)Nc3cccc(OC)c3)n2)cc1OCC	-4	18	0	2	nt	0	-4	-1
Cc1ccc(C(=O)N/N=C/c2ccc(-c3ccc(Br)cc3[N+](=O)[O-])o2)o1	2	13	3	-9	-0.3	-2	nt	3
COc1cccc(-c2csc3nnc(SCC(=O)NCc4cccs4)n23)c1	1	6	nt	nt	nt	2	6	5
CC1(C)CC[C@]2(C(=O)O[C@@H]3O[C@H](CO)[C@@H](O)[C@H](O)[C@H]3O)CC[C@]3(C)C(=CCC4[C@@]5(C)CC[C@H](O[C@@H]6O[C@H](C(=O)O)[C@@H](O[C@H]7OC[C@@H](O)[C@@H](O)[C@@H]7O)[C@H](O)[C@H]6O)C(C)(C)C5CC[C@]43C)[C@@H]2C1 (stereo partly specified)	0	-5	nt	-7	3.1	-7	nt	-11
COCCNC(=O)C1(C)CCCN(Cc2ccc(Cl)nc2)C1 (stereo unspecified)	-4	nt	-2	nt	nt	-1	nt	2
Cc1nc(CC(=O)O)c(-c2ccccc2)s1	-2	18	2	8	nt	-3	-1	-2
COc1ccc(C2=Nc3ccccc3NC(=O)C2N(C(=O)c2cc3ccccc3[nH]2)c2ccccc2)cc1 (stereo unspecified)	2	-8	1	-5	-1.7	101*	-20	10
CC1Cc2cc(-c3csc(N)n3)ccc2O1 (stereo unspecified)	1	1	-7	-12	0.4	1	-3	-2
COc1ccc(NC(=O)Nc2ccc3c(c2)C(=O)N([C@@H](C)CO)C[C@@H](C)[C@H](CN(C)Cc2ccncc2)OCCCC[C@@H](C)O3)cc1	4	-21	0[16.7 µM]	nt	1.7	46	26	nt
Cc1scc(C(=O)N/N=C/c2ccsc2)c1C	0	-13	3	2	-3.0	0	3	nt
C[C@H]1CCCCO[C@@H](CN(C)C(=O)Cc2ccccc2)[C@@H](C)CN([C@@H](C)CO)C(=O)c2cc(NC(=O)CCC(F)(F)F)ccc2O1	3	-10	-8[16.7 µM]	-1	1.7	-3	9	23
C=CC[n+]1c(-c2ccc(C)cc2)csc1NNC(=O)Nc1ccccc1	nt	-28	-4	-8	nt	nt	-8	-9
CNC(=O)C(=O)NCC1OCCN1S(=O)(=O)c1ccc(C)cc1 (stereo unspecified)	-7	-3	-5	5	-2.6	0	7	-4
Cc1ccccc1CN1CCNC(=O)C1CC(=O)NC1CCCCCCC1 (stereo unspecified)	5	-4	-6	-2	5.1	12	-16	8

As a working copy, some entries already given:
SMILES	PglD DTNB	GSIS activator	miR122 inh	FN deposition inh	F508del corr	Cneo AK release	PGC1a acetyl inh	C2C12 statin
C[C@H](CO)N1C[C@H](C)[C@H](CN(C)Cc2ccc(C(=O)O)cc2)Oc2ccc(NC(=O)Cc3ccccc3)cc2C1=O	6	-4	3[16.7 µM]	-1	-3.4	-3	1	-3
C[C@H]1CN([C@@H](C)CO)C(=O)c2cc(-c3ccc(F)cc3)cnc2O[C@@H]1CN(C)C(=O)c1ccc(F)cc1	4	-18	-10[16.7 µM]	-23	1.6	22	-6	10
CSCCC(=O)N1CCCC(N2CCN(c3cccc(C(F)(F)F)c3)CC2)C1 (stereo unspecified)	2	-20	-6	2	-7.5	1	-2	27

Next section
SMILES	PglD DTNB	GSIS activator	miR122 inh	FN deposition inh	F508del corr	Cneo AK release	PGC1a acetyl inh	C2C12 statin
CC(=O)c1c(C)[nH]c(C(=O)OCc2ccccc2F)c1C	nt	-3	nt	-1	0.4	nt	3	nt
CC(C)c1ccc(Oc2cccc(C(=O)/C(C#N)=C/N(C)C)c2)cc1	-5	nt	-5	8	nt	1	0	-15
CCCCC[n+]1ccn(-c2nc3ccccc3nc2[N-]S(=O)(=O)c2ccc(C)cc2)c1	2	nt	9	3	nt	2	0	nt
Cc1ccc(C2C3=C(NCCN=C3c3ccccc3)C(=O)N2c2ccccc2)cc1 (stereo unspecified)	-3	nt	-11	nt	nt	-2	19	-4
CC12CCC(C(=O)N(CC(O)CN3CCN(Cc4ccccc4)CC3)C1=O)C2(C)C (stereo unspecified)	-6	3	-1	1	0.6	0	11	nt
O=[N+]([O-])c1cccc(-c2nnc(-c3ccccc3)o2)c1	nt	30	2	-2	-1.1	nt	1	nt
NC(=O)CC(NC(=O)c1ccccc1)c1ccc(NCCc2cccc(F)c2)c([N+](=O)[O-])c1 (stereo unspecified)	-6	3	-6	-12	2.2	4	nt	-12
Cc1ccc(C(=O)C(C)OC(=O)CCS(=O)(=O)c2ccc(C)cc2)cc1 (stereo unspecified)	2	1	-8	-21	-5.7	13	-3	1
C[C@H](CO)N1C[C@H](C)[C@@H](CN(C)C(=O)NC2CCCCC2)Oc2ccc(NC(=O)C3CCCCC3)cc2C1=O	-2&6	8&-15	20[16.7 µM]	-3&17	0.7&-2.9	49&-1	-8&-17	8&14
CCOC(=O)Cn1c(=O)oc2cc(S(=O)(=O)N(C)c3ccc(OC)cc3)ccc21	-5	-6	-5	-2	-1.3	-4	-2	-3
